P. falciparum M17LAP: P. falciparum M17LAP inhibitors, primary screen, biochemical, fluorogenic H-Leu-NHMec substrate, 1536-well (AID 1619); recombinant M17LAP, H-Leu-NHMec fluorogenic kinetic assay; higher % means a stronger effect; one-dose inhibition, % at 30 µM; IC50 in µM for titrated hits; 220,000 compounds, 0.38% hits;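 active = compound inhibiting the enzyme by more than half at any dose during confirmatory dose-response retesting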;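 note: plate controls were full reaction with DMSO carrier for no effect and no enzyme background for full effect; strong numbers were not always called active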
AID2073: inhibitors of Mint1-CaV2.2 protein interaction, biochemical, HTRF (AID 2073) | HTRF protein-protein interaction, Mint1-CaV2.2; higher % means a stronger effect | inhibition, % at 20 µM; hits with a dose series show IC50 in µM | 290,000 compounds, 0.19% hits; in the data active = inhibition mostly above about 51%, no sharp cut-off; note: some results filed as inactive read as strong as hits
XIAP antagonists: XIAP antagonists, biochemical, IAP family, fluorescence polarization (AID 1018). XIAP BIR domain, fluorescence polarization peptide displacement; higher % means a stronger effect. 200,000 compounds, 0.007% hits. displacement, % at 20 µM; hits with a dose series show IC50 in µM; in the data active = displacement above about 50%; note: a part of the inactive calls stands beside numbers as strong as those of hits
LYP phosphatase: inhibitors of LYP phosphatase, biochemical, fluorescence intensity, uHTS (AID 1779) | inhibition, % at 11.5 µM, or IC50 in µM where a hit was titrated | recombinant LYP phosphatase, fluorescence intensity; higher % means a stronger effect | 290,000 compounds, 0.054% hits;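 note: plate controls were vehicle with enzyme for no effect and no enzyme for full effect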
ER stress rescue: protection against thapsigargin-triggered cell killing – 384-well, CSM14.1, ATP luminescence, primary screen (AID 1222); CSM14.1 thapsigargin-induced death rescue, ATP luminescence; higher % means a stronger effect; 190,000 tested, under 10 active; one-dose cellular ATP content (survival), % at 20 µM; EC50 in µM for titrated hits;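 active = EC50 below 50 µM in the dose-response confirmation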;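 note: death triggered by thapsigargin at about 15 µM added after 2 h compound pretreatment; cell ATP read after overnight thapsigargin exposure of roughly 18 to 22 hours; normalized against plate controls of thapsigargin alone and 5% DMSO vehicle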
Lipid droplet: hepatic lipid droplet formation modulation. AML12 mouse hepatocytes, oleate lipid droplets, BODIPY imaging. inhibition, % at 6.5 µM. 240,000 compounds, 0.4% hits. AID 1656;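 active = lipid droplet intensity inhibited by at least 50%, with more than 500 cells counted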
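System: AML12 hepatocytes (mouse). Probe or stimulus: oleic acid at 100 µM to induce lipid droplet formation. Times: overnight treatment with compound plus oleate. Detection: Image-based BODIPY and DAPI two-channel analysis. Evaluation: percent inhibition of filter-corrected integrated lipid droplet intensity per well.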
HEK293 NOD2/NF-kB: NOD2 signaling inhibitors, cell-based, luminescence, uHTS, HEK293 (AID 1566). HEK293 NOD2/NF-kB luciferase reporter, luminescence; higher % means a stronger effect. inhibition, % at 4 µM, or EC50 in µM where a hit was titrated. 290,000 compounds, 0.63% hits; note: many of its hits are not listed in these tables
P. falciparum M1AAP: P. falciparum M1AAP inhibitors, biochemical, fluorogenic H-Leu-NHMec substrate, 1536-well (AID 1445); recombinant M1AAP, H-Leu-NHMec fluorogenic kinetic assay; higher % means a stronger effect; 220,000 compounds, 0.42% hits; one-dose inhibition, % at 30 µM; IC50 in µM for titrated hits;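 active = primary inhibition above the hit cutoff, then over 50% inhibition at one or more dose response concentrations, cut at about 23% in these data, passing the limit was not always enough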;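 note: plate controls were DMSO full reaction for no effect and no enzyme background for full effect; strong numbers were not always called active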
SIAH1 antagonists: blockers of Siah-1 interaction with plectin peptide – biochemical, fluorescence polarization, rhodamine-plectin, uHTS, primary screen (AID 1817). Siah-1 / rhodamine-plectin peptide fluorescence polarization; higher % means a stronger effect. displacement, % at 20 µM, or IC50 in µM where a hit was titrated. 290,000 compounds, 0.02% hits;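 active = displacement of at least 50% at 20 µM, with a fluorescence ratio check between 0.3 and a set limit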;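 note: plate controls were Siah plus tracer with DMSO for no effect and tracer alone without Siah for full effect; strong numbers were not always called active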
Lipid droplet cells 6.5 µM: recorded beside Lipid droplet, whose call it bears; cell count; measured here: cell count, cytotoxicity flag;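 cells counted across two imaged fields per well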
Starred values were filed as active, the others as inactive; . = not tested or not shown. Cut-off read from the data, not from the text of the source, unless noted: active = inhibition above about 50%; inactive = the rest.

| SMILES | P. falciparum M17LAP | AID2073 | XIAP antagonists | LYP phosphatase | ER stress rescue | Lipid droplet | Lipid droplet cells 6.5 µM | HEK293 NOD2/NF-kB | P. falciparum M1AAP | SIAH1 antagonists |
| --- | --- | --- | --- | --- | --- | --- | --- | --- | --- | --- |
| O=C(COc1cccc2cccnc12)N1CCc2ccccc21 | . | -7% | -10% | -8% | -1.6% | -9 | 688 | -38% | . | 0% |
| Cc1ccc(-c2nnc(Nc3ccccc3)o2)cc1 | -2% | 5% | 0.1% | -6% | -3.2% | . | . | -108% | 4% | 0% |
| CC1CC(C)CN(c2ccc(-n3cnnn3)cc2[N+](=O)[O-])C1 (stereo not drawn) | 0% | 6% | 0.6% | -2% | -0.7% | . | . | 6% | 3% | 3% |
| COc1ccc(N2CC(C(=O)N/N=C/c3ccccc3)CC2=O)cc1 (stereo not drawn) | 1% | -4% | -6.1% | -7% | -1.3% | 0 | 699 | 15% | 2% | 8% |
| O=C(Nc1cccc(Cl)c1)N(CCCN1CCOCC1)Cc1ccccc1F | 2% | 0% | -2.8% | -4% | -2.8% | -15 | 690 | -18% | 11% | -2% |
| O=C(NCc1ccccc1Cl)c1ccc2ccccc2n1 | . | 1% | . | -4% | . | -4 | 842 | -36% | . | 4% |
| O=C(Cn1c(=S)[nH]c2ncccc2c1=O)NCCc1ccccc1 | 8% | -50% | 0.2% | -2% | -2.3% | 4 | 673 | 5% | 3% | -10% |
| Fc1ccc(NC(=S)Nc2ccccc2Cl)cc1 | -1% | 0% | -8.2% | 2% | -0.9% | 20 | 643 | -23% | -1% | 2% |
| Cc1csc(NC(=O)c2cc([N+](=O)[O-])cc([N+](=O)[O-])c2)n1 | 1% | 3% | -8.4% | -5% | -2.4% | . | . | . | -5% | -11% |
| O=C(c1cc(COc2ccc(F)cc2Cl)on1)N1CCN(C2CCCCC2)C(=O)C1 | . | 2% | . | -3% | . | 14 | 669 | 30% | . | 4% |
| O=C(Cc1ccccc1)Nc1ccc(CN2CCOCC2)cc1 | -1% | 6% | -6.2% | -8% | . | -11 | 625 | -23% | 9% | -7% |
| O=C(CSc1ccccc1)Nc1ccccc1N1CCOCC1 | 0% | -4% | 0.4% | -10% | -0.6% | . | . | 14% | 1% | 0% |
| CC1CN(CC(=O)NCc2ccc(F)cc2)CC(C)O1 (stereo not drawn) | . | 5% | . | -6% | . | . | . | 12% | . | 4% |
| COc1ccc(CC(=O)NCC2CCCN(Cc3ccc(OC(F)(F)F)cc3)C2)cc1 (stereo not drawn) | . | 6% | . | 1% | . | -1 | 838 | -15% | . | 4% |
| CC1CCN(CCOc2ccccc2-c2ccccc2)CC1 | 9% | -2% | -2.8% | -10% | -2.1% | 6 | 580 | 26% | 4% | 2% |
| Cc1ccccc1NC(=O)CC1C(=O)NCCN1C(=O)c1cccc(Cl)c1 (stereo not drawn) | . | -10% | . | -2% | . | -4 | 765 | -10% | . | -2% |
| Cc1c(C(C)(C)C)s/c(=N/S(=O)(=O)c2ccccc2)n1C | . | 2% | . | -4% | . | -16 | 861 | 1% | . | -3% |
| Cc1ccc(/C(N)=N/OC(=O)c2cccc(F)c2)cc1 | 1% | -4% | -7.3% | -9% | -2.0% | . | . | -74% | -3% | 3% |
| O=C(/C=C/c1ccccc1[N+](=O)[O-])Nc1ccc(S(=O)(=O)Nc2ncccn2)cc1 | . | 4% | . | -4% | . | 4 | 863 | 7% | . | -2% |
| CN(CC(=O)NCc1cccc(F)c1)C(=O)c1ccco1 | -16% | -4% | -6.2% | -4% | -0.5% | . | . | 3% | -17% | 5% |
| C=CCc1cc(C=O)cc(OCC)c1O | . | -2% | -4.2% | -2% | 0.0% | 3 | 676 | -2% | . | -1% |
| COc1cc(NC(=O)COC(=O)c2cnc(C)cn2)c(C)cc1[N+](=O)[O-] | 9% | 9% | -6.8% | -1% | -0.2% | 9 | 676 | 21% | 3% | 6% |
| COc1ccc(C(=O)N2CCN(c3ccc(C)cc3C)CC2)cc1OC | -9% | 0% | -5.4% | -3% | . | 17 | 645 | 12% | 1% | 3% |
| O=C(/C=C/c1cccs1)Nc1nccs1 | -3% | -6% | -7.2% | -4% | -1.0% | 23 | 706 | -42% | 8% | 13% |
| CCOC(=O)C(=O)Nc1ccc(Oc2ccccc2)cc1 | -2% | -4% | -5.3% | -3% | -0.4% | 20 | 695 | 12% | 5% | 1% |
| COc1ccc2[nH]c(C(=O)N(Cc3ccccn3)Cc3ccccn3)cc2c1 | -4% | 30% | . | -3% | . | 13 | 692 | 16% | 10% | -5% |
| COc1cccc(/C=C/C(=O)Nc2ccccc2N2CCOCC2)c1 | -2% | -7% | -10% | -6% | -3.8% | -11 | 763 | -2% | 0% | 1% |
| O=C(Nc1ccc2c(c1)OCCO2)C(c1ccc(F)cc1)N1CCCCC1 (stereo not drawn) | -5% | -12% | -7.0% | -2% | -0.3% | -9 | 822 | -23% | -3% | 2% |
| Cc1ccc(C)c(NC(=O)C2CCCN2/C=C/C(=O)C(F)(F)F)c1 (stereo not drawn) | 12% | -7% | -5.3% | -4% | 0.1% | -16 | 656 | 8% | 3% | 7% |
| COc1ccc(-n2nc(C(=O)NCC(=O)Nc3cc(OC)c(OC)c(OC)c3)c3ccccc3c2=O)cc1 | . | 22% | . | 4% | . | -10 | 832 | 14% | . | -2% |
| CCOC(=O)c1sc(=S)n(-c2ccccc2)c1N(C(C)=O)C(C)=O | 36% | 8% | -6.0% | -3% | 0.1% | 7 | 703 | 14% | 23% | -5% |
| Cc1ccccc1NC(=O)CCc1nnc2ccc(N3CCC4(CC3)OCCO4)nn12 | . | 6% | . | -5% | . | -12 | 706 | 7% | . | 4% |
| Cc1cccc(C(=O)NC(=S)NNC(=O)COc2c(C)cccc2C)c1 | 59µM* | 2% | 0.7% | -6% | 2.8% | 12 | 729 | 13% | -2% | 4% |
| COc1ccc(NC(C)=O)cc1NC(=O)CSc1nnc(-c2ccncc2)n1C | 6% | -2% | -4.1% | -7% | -2.1% | . | . | -1% | 5% | -4% |
| CNC(=O)c1[nH]cnc1C(=O)Nc1ccccc1OC | 7% | -1% | -3.8% | -3% | -2.7% | 16 | 769 | 8% | -3% | 2% |
| Cc1cc(N=Cc2cc(Br)ccc2O)no1 | 0% | 8% | -5.8% | -7% | -2.5% | 14 | 759 | -17% | -2% | -4% |
| N#Cc1cc2cc3c(cc2nc1SCC(=O)N1CCCC1)OCCO3 | . | -1% | . | -1% | . | 11 | 852 | -94% | . | -4% |
| CC(=O)N(CCCCl)C(C#N)c1ccccc1 (stereo not drawn) | -1% | -2% | 6.4% | -6% | -0.5% | 0 | 667 | 4% | -2% | -4% |
| CN(C)c1ccc(/C=C(\NC(=O)c2ccccc2)C(=O)NCc2ccncc2)cc1 | . | -1% | . | -8% | . | -14 | 799 | -11% | . | 2% |
| COc1ccccc1-c1n[nH]c(=S)n1Cc1ccco1 | -1% | 23% | -7.2% | 4% | 0.5% | 26 | 663 | 0% | 7% | -3% |
| CCOc1ccc(CSc2nc(C)cc(COC)c2C#N)cc1OCC | . | -12% | . | -1% | . | -15 | 734 | 9% | . | 0% |
| O=C(CSc1nnc(SCc2cccc3ccccc23)s1)Nc1ccc(C(=O)O)cc1 | 10% | 10% | -4.9% | -3% | 6.4% | 0 | 692 | -170% | -1% | 17% |
| CC(=O)c1ccc2c(c1)Cc1cc(C(C)=O)ccc1-2 | 5% | 12% | -1.2% | -5% | 0.7% | 12 | 669 | -54% | 3% | 6% |
| COC(=O)/C(C#N)=C/c1c(N2CCN(c3ccc(OC)cc3)CC2)nc2c(C)cccn2c1=O | . | 17% | . | 5% | . | 9 | 834 | 22% | . | 0% |
| C(=C\c1ccccc1)/C=N/N1CCN(c2ccccn2)CC1 | -8% | -11% | -2.6% | 3% | -1.8% | 14 | 662 | -40% | 5% | 2% |
| COC(CNC(=O)c1ccc2c(c1)ncn2-c1ccc(F)cc1F)OC | -6% | 2% | -10% | -8% | -0.9% | 19 | 734 | 14% | 2% | -3% |
| Cc1ccccc1N1C(=O)C(Cc2ccc(F)cc2)S/C1=C(\C#N)C(N)=O (stereo not drawn) | -1% | -12% | . | 3% | . | -16 | 725 | 8% | -2% | 3% |
| O=C(CSc1ccc(-c2cccnc2)nn1)Nc1ccccc1C(F)(F)F | . | 0% | . | -14% | . | 6 | 633 | 8% | . | -6% |
| COc1cccc(Oc2nc(-c3ccccc3O)nc3ccccc23)c1 | . | 10% | . | -4% | . | 6 | 841 | 1% | . | -1% |
| O=C(CSc1nnc2ncccn12)N1CCCCCC1 | -6% | 8% | 1.9% | -11% | -0.5% | 8 | 723 | -1% | 4% | 0% |
| Cc1nc(CN2CCC(c3ccccc3)CC2)cc(=O)[nH]1 | -4% | 0% | -5.8% | -14% | -0.6% | -17 | 472 | 19% | 2% | 1% |

8 entries from above, with two lines to a compound:
Values in the order – P. falciparum M17LAP	AID2073	XIAP antagonists	LYP phosphatase	ER stress rescue	Lipid droplet	Lipid droplet cells 6.5 µM	HEK293 NOD2/NF-kB	P. falciparum M1AAP	SIAH1 antagonists
- O=C(/C=C/c1ccccc1[N+](=O)[O-])Nc1ccc(S(=O)(=O)Nc2ncccn2)cc1
  .	4%	.	-4%	.	4	863	7%	.	-2%
- CN(CC(=O)NCc1cccc(F)c1)C(=O)c1ccco1
  -16%	-4%	-6.2%	-4%	-0.5%	.	.	3%	-17%	5%
- C=CCc1cc(C=O)cc(OCC)c1O
  .	-2%	-4.2%	-2%	0.0%	3	676	-2%	.	-1%
- COc1cc(NC(=O)COC(=O)c2cnc(C)cn2)c(C)cc1[N+](=O)[O-]
  9%	9%	-6.8%	-1%	-0.2%	9	676	21%	3%	6%
- COc1ccc(C(=O)N2CCN(c3ccc(C)cc3C)CC2)cc1OC
  -9%	0%	-5.4%	-3%	.	17	645	12%	1%	3%
- O=C(/C=C/c1cccs1)Nc1nccs1
  -3%	-6%	-7.2%	-4%	-1.0%	23	706	-42%	8%	13%
- CCOC(=O)C(=O)Nc1ccc(Oc2ccccc2)cc1
  -2%	-4%	-5.3%	-3%	-0.4%	20	695	12%	5%	1%
- COc1ccc2[nH]c(C(=O)N(Cc3ccccn3)Cc3ccccn3)cc2c1
  -4%	30%	.	-3%	.	13	692	16%	10%	-5%

Screens: PubChem BioAssay, several laboratories

These rows are one share of the data, so the mix of outcomes need not match the whole.
